# LAP4 TOR yeast = modulators of LAP4-GFP expression in yeast, primary screen, S. cerevisiae, multiplex flow cytometry, MLPCN library; 3 h; median GFP as percent of DMSO wells; GFP response vs DMSO, % at 10 µM; actives 0.34% (n = 320,000); AID 2023, 2009;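 active = GFP response vs DMSO above a set limit, about the screen mean plus 3 SD, cut at about 150% in these data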
# MEP2 TOR yeast = modulators of MEP2-GFP levels in yeast, primary screen, S. cerevisiae, multiplex flow cytometry, MLPCN library. S. cerevisiae MEP2-GFP strain, 3 h; 100% = DMSO control level. GFP response vs DMSO, % at 10 µM. actives 0.51% (n = 330,000);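 active = GFP response versus DMSO above a set limit, roughly screen mean plus 3 SD, cut at about 180% in these data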;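 note: median GFP fluorescence of the barcode-gated MEP2-GFP cells per well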
# JMJD2C inh = inhibitors of GASC-1 histone demethylase, primary screen, biochemical, fluorescence, DELFIA europium; GST-JMJD2C(1-420) H3K9me3 demethylation; Lysine-specific demethylase 4C (Homo sapiens), Q9H3R0; inhibition, % at 2.35 µM; actives 0.069% (n = 330,000);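 active = more than half of a compound's replicate wells show inhibition beyond 50%, single wells judged on their own value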;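 note: signal counts dimethyl H3K9 product captured on neutravidin plate; 0% = median of DMSO wells and 100% = 0.3 times that DMSO median; strong numbers were not always called active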
# Target sequence (Q9H3R0 1-420 limits assumed): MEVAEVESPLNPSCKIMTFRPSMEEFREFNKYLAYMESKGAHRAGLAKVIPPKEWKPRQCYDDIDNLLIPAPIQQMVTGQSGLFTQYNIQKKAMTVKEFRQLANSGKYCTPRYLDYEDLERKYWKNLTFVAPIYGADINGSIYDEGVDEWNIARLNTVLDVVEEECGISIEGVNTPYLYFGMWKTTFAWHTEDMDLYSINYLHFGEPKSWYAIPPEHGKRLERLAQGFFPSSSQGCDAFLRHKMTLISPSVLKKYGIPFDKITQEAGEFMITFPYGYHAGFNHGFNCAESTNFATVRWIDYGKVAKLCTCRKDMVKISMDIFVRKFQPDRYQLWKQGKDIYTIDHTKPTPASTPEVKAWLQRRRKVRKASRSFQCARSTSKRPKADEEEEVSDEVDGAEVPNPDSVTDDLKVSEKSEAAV
# RPL19A-GFP yeast = RPL19A-GFP expression modulators in yeast, primary screen, cell-based, S. cerevisiae, multiplex flow cytometry, MLPCN | S. cerevisiae RPL19A-GFP strain, 3 h; stronger effect = lower value | percent response vs DMSO, % at 10 µM | actives 0.3% (n = 330,000) | AID 2025, 2009;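 active = percent response vs DMSO below 50%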;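 note: median channel GFP fluorescence of the barcoded RPL19A-GFP strain; ratio of sample median GFP to plate DMSO average so 100% = DMSO; lower means less RPL19A-GFP as with rapamycin TOR inhibition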
# AHR activator = AHR activators, primary screen, cell-based, luminescence, luciferase reporter, human. Aryl hydrocarbon receptor (Homo sapiens), P35869. AHR-responsive luciferase reporter cells. activation, % at 5 µM. actives 2.5% (n = 320,000). AID 2796, 2010; in the data active = activation above about 47%;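 note: 0% = vehicle wells and 100% = reference agonist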
# proCasp3 act = activators of human procaspase-3 D3A mutant, primary screen, biochemical, absorbance, PC-3 D3A mutant, single concentration; Caspase-3 (Homo sapiens), P42574; recombinant procaspase-3 D3A, Ac-DEVD-pNA absorbance 405 nm; activation, % at 8.5 µM; actives 0.11% (n = 330,000);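 active = activation above the mean of all tested compounds plus 3 SD, cut at about 21% in these data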;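 note: 0% = DMSO alone and 100% = DMSO wells spiked with extra 5 µM PC-3 D3A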
# Target sequence (P42574 whole entry D9A/D28A/D175A): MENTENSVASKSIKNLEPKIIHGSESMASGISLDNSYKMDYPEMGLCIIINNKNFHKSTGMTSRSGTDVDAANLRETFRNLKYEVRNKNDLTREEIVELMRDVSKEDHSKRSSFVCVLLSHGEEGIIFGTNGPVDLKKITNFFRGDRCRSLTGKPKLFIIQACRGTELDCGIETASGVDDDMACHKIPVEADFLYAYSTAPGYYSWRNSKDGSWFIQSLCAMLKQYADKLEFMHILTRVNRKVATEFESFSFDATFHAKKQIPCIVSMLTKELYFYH
#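 Compound: 8.5 µM single point, 0.8% DMSO / Material: Autoprocessing-dead procaspase-3 D3A mutant enzyme / Timing: 1 h preincubation plus 2 h reaction at 25 °C / Medium: Zinc-free HEPES/NaCl buffer with 0.01% Triton X-100 at pH 7.4 / Technique: 405 nm absorbance of p-nitroaniline, reads at 0 and 120 min / Repeats: one well per compound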
# procasp7 counter = procaspase-7 activators, primary screen, counter-screen for procaspase-3 activator project, biochemical, absorbance, HTS, human | recombinant procaspase-7, Ac-DEVD-pNA absorbance 405 nm; D23A/D198A/D206A triple mutant, cannot self-cleave; scale: DMSO 0, 5 µM enzyme 100 | AID 463210, 2010 | actives 0.093% (n = 330,000) | activation, % at 8.5 µM;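 active = percent activation above the screen-wide mean plus 3 SD, cut at about 25% in these data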
# Target sequence (P55210 whole entry D23A/D198A/D206A): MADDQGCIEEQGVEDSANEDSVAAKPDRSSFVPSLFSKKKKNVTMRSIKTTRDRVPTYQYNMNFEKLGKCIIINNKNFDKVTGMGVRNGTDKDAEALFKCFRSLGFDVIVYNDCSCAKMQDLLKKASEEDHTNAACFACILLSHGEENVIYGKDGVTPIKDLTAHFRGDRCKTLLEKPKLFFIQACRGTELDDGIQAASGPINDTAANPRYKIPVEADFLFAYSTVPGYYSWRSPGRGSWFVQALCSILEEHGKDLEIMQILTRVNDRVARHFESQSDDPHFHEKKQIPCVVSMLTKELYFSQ
#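 System: Uncleavable procaspase-7 mutant enzyme; Amount: 2 µM procaspase-7 mutant as dispensed; Schedule: 1 h compound preincubation, 2 h substrate cleavage, 25 °C; Measured by: 405 nm absorbance of p-nitroaniline; Evaluation: percent activation from buffer-corrected 0–120 min absorbance change; Control set: low DMSO alone, high DMSO plus 5 µM PC-7.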
# Yeast superoxide = reduction of superoxide in aged yeast, primary screen, HTS | actives 0.18% (n = 330,000) | AID 2690, 2010 | S. cerevisiae aged cells, superoxide DHE fluorescence; stronger effect = lower value | superoxide response (% of plate mean), % at 10 µM;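 active = superoxide response under a set limit, about three screen SD below normal, cut at about 65% in these data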;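 note: yeast aged for seven days with compound at 30 °C before DHE staining; 100% = average MFI of all compound-treated wells on the plate with controls excluded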
# * hit, by the source's call; i = inactive; nt = not tested or not shown.
SMILES,LAP4 TOR yeast,MEP2 TOR yeast,JMJD2C inh,RPL19A-GFP yeast,AHR activator,proCasp3 act,procasp7 counter,Yeast superoxide
CCCOc1ccc(N2C(=O)CC(SC(=NCC)Nc3cccc(F)c3)C2=O)cc1 (stereo unspecified),97,102,-1,102,1,-5,2,93
O=C(COC(=O)COc1ccc(Br)cc1)NC1CCCC1,92,101,-4,100,-1,6,6,91
COc1cccc(CNC(=O)Cn2cccc2)c1,96,97,2,99,-4,5,-11,112
Cc1cccc(NC(=O)c2c([N+](=O)[O-])cnn2C)c1,98,106,6,105,4,1,1,99
O=C(N/N=C/C(Br)=C\c1ccccc1)c1cccs1,129,96,0,94,5,-4,-1,96
CCOc1ccccc1NC(=O)c1nnn(CC(=O)Nc2cc(C)cc(C)c2)c1N,101,104,1,99,21,4,-10,108
Cc1ccc(-n2c(SCC(=O)Nc3cc(S(=O)(=O)N4CCOCC4)ccc3Cl)nc3ccccc3c2=O)cc1,92,101,-1,98,-2,-1,-12,87
CCCCNC(=O)CCCCC(=O)N/N=C/c1cccc(Cl)c1,97,114,-35,108,6,5,4,98
S=C1NC2=C(C(c3ccc(Br)cc3)N1)N1CCC2CC1 (stereo unspecified),99,103,8,99,1,0,8,104
Cc1cc2c3ccccc3ncn2n1,101,107,3,105,0,3,12,91
O=C(OCCCOC(=O)c1ccc(Br)o1)c1ccc(Br)o1,158*,107,34,101,0,3,0,108
CCn1c(COc2ccc(=O)n(-c3ccccc3)n2)nnc1SCc1ccc(OC)cc1,94,98,6,100,2,-2,6,86
COC(=O)c1cccc(S(=O)(=O)N(Cc2ccco2)Cc2cc3cc(OC)c(OC)cc3[nH]c2=O)c1,98,103,-3,94,7,-1,-10,88
CNc1nc2c(Cl)cc(Cl)cc2s1,117,104,-14,97,1,4,5,107
O=C(COC(=O)C1CCN(c2ccc(C(F)(F)F)cn2)CC1)Nc1ccc(F)cc1[N+](=O)[O-],107,97,8,100,3,8,13,115
CCCCNS(=O)(=O)c1ccc(S(=O)(=O)n2cnc3ccccc32)cc1,88,91,0,94,1,12,6,106
CC(C)c1nnc(NC(=O)CCC(=O)Nc2ccc3cn[nH]c3c2)s1,nt,106,-7,101,16,-5,-1,86
O=C(NC1CCCC1)C(c1ccccn1)N(C(=O)c1csnn1)c1ccccc1Br (stereo unspecified),96,97,-7,98,-1,0,3,99
Cc1ccc(S(=O)(=O)N2CCN(C(=O)c3ccc(Cl)nc3)CC2)cc1,98,101,12,106,-1,-14,-1,103
COC(=O)c1ccccc1NC(=O)C1CCCN(S(=O)(=O)c2ccc(F)cc2)C1 (stereo unspecified),111,114,-17,101,-1,-1,3,95
CC1CCN(CC(=O)c2c[nH]c3ccccc23)CC1,96,98,7,95,35,6,14,106
COc1ccc(C(=O)Nc2nnc(CCc3ccccc3)s2)c(OC)c1,96,112,3,102,19,3,8,92
O=C1CCCN1CCCNC(=S)Nc1ccc(Cl)cc1Cl,97,105,1,97,1,1,11,102
COC(=O)C1=NN(N=O)C2(CC(=O)N(c3cc(C)cc(C)c3)C2=O)C1 (stereo unspecified),101,102,-4,102,3,-5,-92,96
CCOc1cc(C(=S)N2CCOCC2)ccc1OC(=O)c1ccc(C)cc1,113,119,22,104,2,3,-2,104
C=CCn1c(NC(=O)CC)c(C(=O)OCC)sc1=S,101,101,-12,104,1,2,7,99
COc1cc(NC(=O)COC(=O)/C=C/c2ccccc2Cl)cc(OC)c1,90,100,-2,100,2,2,5,91
CNc1c(NS(=O)(=O)c2ccc(C(C)(C)C)cc2)c(=O)oc2ccccc12,90,104,-9,104,-1,3,3,90
CC(c1ccccc1C(O)c1ccccc1)N(C)C (stereo unspecified),99,109,19,104,-1,4,-4,85
CCN(C(=O)c1cc2c(=O)[nH]c3ccc(C)cc3c2s1)c1ccc(OC)cc1,98,99,-2,103,7,13,7,108
O=c1cc(CSc2ccccc2)nc(-c2ccccc2)[nH]1,120,97,9,92,6,5,7,101
COc1ccc(C(=O)N2CCNC(=O)C2CC(=O)Nc2ccc(C)c(C)c2)cc1 (stereo unspecified),61,105,-3,124,nt,nt,nt,103
CCOC(=O)C1=C(C)NC(C)=C(C(=O)OCC)C1C(=O)OCC(=O)NC1(C#N)CCCCC1,98,92,-5,93,10,0,-12,148
O=C(OCC(=O)N1CCc2ccccc21)c1cncc(Br)c1,84,96,6,87,3,9,5,100
COc1ccccc1CNC(=O)Cc1ccccc1,95,115,4,101,6,8,-1,114
Cc1cc(NC(=O)CCCn2nc([N+](=O)[O-])c(Br)c2C)no1,104,102,-1,93,0,-3,4,98
O=[N+]([O-])c1ccc(S(=O)(=O)c2ccccc2)nc1,177*,125,-10,71,-1,-21,-24,88
C[C@H](CO)N1C[C@H](C)[C@@H](CN(C)S(=O)(=O)c2ccccc2)Oc2ccc(NS(=O)(=O)c3cccs3)cc2C1=O,nt,nt,-44,nt,0,2,6,92
CCOC(=O)C(CC)(CCC(=O)O)c1csc(N)n1 (stereo unspecified),97,99,0,96,-4,-4,0,81
Cc1ccc(C)c(NC(=O)CNS(=O)(=O)c2ccccc2)c1,103,100,3,98,0,7,9,108
COc1ccc(/C=N/NC(=O)CN2CCCC2)cc1,86,96,20,94,5,-2,5,98
Cc1c(C(=O)N2CCc3ccccc3C2)oc2ccccc12,107,96,6,100,59*,8,2,112
Cc1ccccc1-c1nnc(SCC(=O)Nc2ccc(Cl)cc2)n1N,97,103,8,100,1,2,-7,106
O=[N+]([O-])c1ccc2c(c1)C(N1CCOCC1)/C(=C/COc1ccc(F)cc1)O2 (stereo unspecified),104,100,-8,98,0,-4,0,102
CC1CCCN(S(=O)(=O)c2ccc3c(c2)CCN3C(=O)C2CCC2)C1 (stereo unspecified),106,109,18,103,-1,-5,2,88

# Of the compounds above, these contain two or more sulfur atoms:
SMILES,LAP4 TOR yeast,MEP2 TOR yeast,JMJD2C inh,RPL19A-GFP yeast,AHR activator,proCasp3 act,procasp7 counter,Yeast superoxide
Cc1ccc(-n2c(SCC(=O)Nc3cc(S(=O)(=O)N4CCOCC4)ccc3Cl)nc3ccccc3c2=O)cc1,92,101,-1,98,-2,-1,-12,87
CCCCNS(=O)(=O)c1ccc(S(=O)(=O)n2cnc3ccccc32)cc1,88,91,0,94,1,12,6,106
C=CCn1c(NC(=O)CC)c(C(=O)OCC)sc1=S,101,101,-12,104,1,2,7,99
C[C@H](CO)N1C[C@H](C)[C@@H](CN(C)S(=O)(=O)c2ccccc2)Oc2ccc(NS(=O)(=O)c3cccs3)cc2C1=O,nt,nt,-44,nt,0,2,6,92

# Next structures follow:
SMILES,LAP4 TOR yeast,MEP2 TOR yeast,JMJD2C inh,RPL19A-GFP yeast,AHR activator,proCasp3 act,procasp7 counter,Yeast superoxide
COc1ccc(N2CCN(C(=O)CSc3nnc4c5cc(C)ccc5n(C)c4n3)CC2)cc1,107,98,-6,86,34,3,11,96
Cc1ccc(N(Cc2cc3cc(C)ccc3[nH]c2=O)C(=O)c2cccs2)cc1,97,94,5,101,0,-1,1,92
COC(=O)c1cc(NC(=S)NCc2ccc(Cl)cc2)cc(C(=O)OC)c1,90,93,1,97,5,3,10,90
CCCOc1ccc(C2NC(=O)CCC2[N+](=O)[O-])cc1 (stereo unspecified),85,103,3,101,4,-5,-6,102
Cc1nn(CC(=O)N2CCc3ccccc3C2)c(C)c1[N+](=O)[O-],102,98,-8,99,7,6,1,84
C=CCn1c(CCNC(=O)c2ccco2)nc2ccccc21,98,106,-8,102,0,6,12,106
Cc1ccc(SCC(=O)N2CC(C)OC(C)C2)cc1 (stereo unspecified),92,98,9,95,7,-1,4,94
O=C(Nc1nnc(SCc2ccc(F)cc2)s1)C1=COCCO1,105,99,nt,99,0,-6,3,116
CC(=O)c1cccc(NC(=O)c2cc(-c3ccco3)nc3ccccc23)c1,99,107,9,105,5,-6,2,95
CCc1ccc(NC(=O)COC(=O)CC2CCCC2)cc1,92,96,nt,103,3,5,3,106
O=C(CSC1=NCCS1)NC1CCCC1,102,102,25,101,-1,8,-5,86
Cc1ccc(-c2noc(CCC(=O)NCCCN3CCN(c4ccc(F)cc4)CC3)n2)cc1,100,104,i,97,1,-5,-12,93
S=C1NC2(CCCCC2)Cc2ccccc21,105,111,3,96,-3,-8,-8,95
O=C(O)c1ccc(N/N=C/c2ccc(F)c(F)c2)cc1,98,104,2,103,7,-2,-10,125
O=C(OCC(=O)N1CCCC1=O)c1nc(Cl)c(Cl)c(Cl)c1Cl,117,110,-12,105,26,-5,-2,88
COc1cc(NC(=O)CSc2nc(=O)n(CCCN3CCOCC3)c3c2CCC3)cc(OC)c1,87,100,10,95,3,-10,-3,110
CCOc1ccc(-c2nc(C#N)c(NCc3ccc4c(c3)OCO4)o2)cc1,96,97,-6,99,56*,4,6,97
Cc1ccc(NS(=O)(=O)N2CCOCC2)c(C)c1,81,99,3,106,2,-1,3,99
Cc1ccc(C(=O)N2CCN(c3ncc(C(F)(F)F)cc3Cl)CC2)s1,97,106,-24,101,nt,nt,nt,96
[O-]/[N+](=C\c1cccc(Br)c1)c1ccccc1,86,107,-3,101,0,0,0,96
Nc1nc(SCCN2C(=O)c3ccccc3C2=O)n[nH]1,82,99,4,100,-1,-4,0,112
CC(=O)NNC(=S)NC(=O)c1cccc([N+](=O)[O-])c1,86,92,6,98,3,-7,-15,98
O=C(N/N=C/c1coc2ccccc2c1=O)c1ccccc1Br,98,106,5,106,15,7,1,93
CC(C)(C)C(=O)CN1CCN(S(=O)(=O)c2ccc(F)cc2)CC1,99,98,14,98,0,3,8,104
Cc1cccc(NC(=O)c2cccc(S(=O)(=O)N3CCc4ccccc4C3)c2)n1,106,99,-2,99,11,-4,2,114
Cc1ccc(-c2cc(C(=O)Nc3ccc(S(=O)(=O)Nc4cc(C)on4)cc3)c3ccccc3n2)c(C)c1,96,94,-4,87,-1,3,4,82
COc1ccc(CCNc2ccc(N3C(=O)CC(C)C3=O)cc2[N+](=O)[O-])cc1 (stereo unspecified),104,104,3,94,0,5,-3,99
O=[N+]([O-])c1ccc(S(=O)(=O)Nc2ccc(-c3ccc(N4CCOCC4)nn3)cc2)cc1,110,104,9,101,-1,-2,4,100
CC(=O)CC(C)(C)S(=O)(=O)c1ccc(Oc2ccc(S(=O)(=O)C(C)(C)CC(C)=O)cc2)cc1,88,87,-5,88,0,-5,4,106
CCCNC(=O)c1cccc(COCC(F)(F)F)c1,101,101,-1,99,3,-1,0,96
COc1ccc(Cn2nnnc2C(c2ccncc2)N2CCOCC2)cc1 (stereo unspecified),92,89,-5,107,-1,6,3,97
S=C(Nc1ccc(Cl)cc1)Nc1ccc2cn[nH]c2c1,169*,85,-3,95,42,-17,-17,116
COc1ccc(N2CCCCn3c2nc2c3c(=O)[nH]c(=O)n2C)cc1,97,100,1,94,4,7,10,94

# Screens (PubChem)
